# Screens: PubChem BioAssay, several laboratories
# CHRM5 antagonist: human M5 muscarinic receptor antagonists, primary screen, CHO cells, Fluo-8 calcium fluorescence; Muscarinic acetylcholine receptor M5 (Homo sapiens), P08912; inhibition, % at 3 µM; 360,000 compounds, 0.59% hits; AID 624040, 2012; CHO-hM5 cells, ACh EC80;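 active = inhibition above a per-plate cutoff, the mean of that plate's test compounds plus 3 SD, cut at about 27% in these data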;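 also: 0% = acetylcholine EC80 with DMSO and 100% = DMSO without agonist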
# Target sequence (P08912 whole entry, looked up): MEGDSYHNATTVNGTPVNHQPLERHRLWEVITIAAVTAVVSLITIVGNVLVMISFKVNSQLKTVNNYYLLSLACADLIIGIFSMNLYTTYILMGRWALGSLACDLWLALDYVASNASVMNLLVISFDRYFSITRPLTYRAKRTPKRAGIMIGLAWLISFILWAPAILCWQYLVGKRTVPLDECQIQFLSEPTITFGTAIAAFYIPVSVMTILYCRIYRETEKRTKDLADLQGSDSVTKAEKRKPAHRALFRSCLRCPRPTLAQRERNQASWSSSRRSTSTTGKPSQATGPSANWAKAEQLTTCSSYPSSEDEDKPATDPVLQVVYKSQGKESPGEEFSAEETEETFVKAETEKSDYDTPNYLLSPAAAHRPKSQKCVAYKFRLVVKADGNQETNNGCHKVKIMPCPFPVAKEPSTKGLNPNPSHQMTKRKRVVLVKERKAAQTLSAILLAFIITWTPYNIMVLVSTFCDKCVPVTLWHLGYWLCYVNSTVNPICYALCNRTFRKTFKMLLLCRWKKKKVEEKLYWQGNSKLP
# IDE inh: human IDE inhibitors in live cells, primary screen, fluorescence polarization, HEK cells, FAbetaB substrate; 320,000 compounds, 0.41% hits; AID 434962, 2010; inhibition, % at 5.59 µM; Insulin-degrading enzyme (Homo sapiens), P14735; FAbetaB cleavage;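 active = percent inhibition above the average of all tested compounds plus 3 SD, set per screening campaign, cut at about 16% in these data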;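 also: IDE supplied by intact live HEK cells; FP after avidin binding of uncleaved biotin substrate so inhibition keeps polarization high; 0% = DMSO wells and 100% = 60 µM reference IDE inhibitor Ii1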
# CRFBP-R2 agonist: agonists of CRF-BP/CRF-R2 complex, primary screen, cell-based, HEK293, calcium dye fluorescence, uHTS; CRF-binding protein / CRF receptor 2 complex (human); calcium dye fluorescence (FLIPR); percent of saturating CRF peptide response; activation, % at 13.2 µM; 350,000 compounds, 0.46% hits; AID 588473, 2011;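 active = activation of at least 50%, plus an integration ratio under a set limit after plate pattern correction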;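 also: plate controls were neutral control wells without compound for no effect and CRF at EC100 for full effect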
# M5 PAM: human M5 muscarinic receptor positive allosteric modulators, primary screen, CHO-K1 cells, Fluo-8 calcium fluorescence; Muscarinic acetylcholine receptor M5 (Homo sapiens), P08912; CHO-K1 hM5, ACh EC20 PAM; 0% = ACh EC20, 100% = ACh EC100; activation, % at 3 µM; 360,000 compounds, 0.3% hits; AID 624038, 2012;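 active = activation above the run cutoff, the mean activation of all test compounds plus 3 SD, cut at about 18% in these data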
#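 system = human M5 receptor in CHO-K1 cells | reagent = EC20 acetylcholine as agonist stimulus | compound dosing = single-point, 3 µM nominal | incubation = Fluo-8 loading 80 min at 37 °C plus 30 min room temperature | detection = Fluo-8 calcium dye fluorescence, kinetic read | benchmarks = low control EC20 acetylcholine (0%), high control EC100 acetylcholine (100%)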
# CHRM4 PAM: human M4 muscarinic receptor positive allosteric modulators, primary screen, CHO-K1 cells, Fluo-8 calcium fluorescence; CHO-K1 hM4/Gqi5, ACh EC20; 0% = ACh EC20, 100% = maximal ACh; activation, % at 3 µM; 360,000 compounds, 0.4% hits; AID 624126, 2012;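 active = activation above its plate's cutoff, the mean activation of sample wells plus 3 SD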; also: some results filed as inactive read as strong as hits
# Target sequence (P08173 whole entry, looked up): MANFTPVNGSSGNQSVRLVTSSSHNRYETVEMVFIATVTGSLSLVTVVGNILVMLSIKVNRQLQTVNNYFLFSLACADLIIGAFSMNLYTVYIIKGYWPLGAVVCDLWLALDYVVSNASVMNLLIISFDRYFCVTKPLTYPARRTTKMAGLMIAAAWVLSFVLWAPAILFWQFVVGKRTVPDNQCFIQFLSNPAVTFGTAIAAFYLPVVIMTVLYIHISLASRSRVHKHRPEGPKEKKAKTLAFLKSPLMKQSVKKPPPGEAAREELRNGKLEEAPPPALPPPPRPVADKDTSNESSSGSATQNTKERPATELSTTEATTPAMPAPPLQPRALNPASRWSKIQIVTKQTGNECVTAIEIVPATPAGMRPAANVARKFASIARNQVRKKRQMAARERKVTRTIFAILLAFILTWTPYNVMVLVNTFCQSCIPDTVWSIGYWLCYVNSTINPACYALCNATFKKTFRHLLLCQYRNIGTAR
# CRFBP-R2 block: antagonists of CRF-BP/CRF-R2 complex, primary screen, cell-based, HEK293, calcium dye fluorescence, uHTS; CRF-induced calcium fluorescence; inhibition, % at 11.8 µM; 350,000 compounds, 0.59% hits; AID 588475, 2011;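 active = inhibition of the ligand-induced calcium signal above about 50% at the single tested concentration, limit read from the data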
# CHRM5 agonist: human M5 muscarinic receptor agonists, primary screen, CHO-K1 cells, Fluo-8 calcium fluorescence | 360,000 compounds, 0.19% hits | CHO-K1 hM5 cells; 0% DMSO wells, 100% maximal acetylcholine response | Muscarinic acetylcholine receptor M5 (Homo sapiens), P08912 | activation, % at 3 µM;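 active = activation above the run's mean over test compounds plus 3 SD, cut at about 23% in these data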;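 also: signal is peak over basal fluorescence ratio across the kinetic read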
# M4 antag: human M4 muscarinic receptor antagonists, primary screen, CHO cells, Fluo-8 calcium fluorescence. CHO-hM4 cells, ACh EC80. 360,000 compounds, 0.73% hits. inhibition, % at 3 µM. AID 624125, 2012. Muscarinic acetylcholine receptor M4 (Homo sapiens), P08173;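 active = inhibition above its plate's cutoff, the mean inhibition of sample wells plus 3 SD, cut at about 27% in these data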;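 also: 0% = acetylcholine EC80 with DMSO and 100% = DMSO without agonist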
# CHRM4 agonist: human M4 muscarinic receptor agonists, primary screen, CHO-K1 cells, Fluo-8 calcium fluorescence; CHO-K1 hM4/Gqi5; vehicle 0%, full acetylcholine response 100%; 360,000 compounds, 0.14% hits; Muscarinic acetylcholine receptor M4 (Homo sapiens), P08173; AID 624127, 2012; activation, % at 3 µM;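 active = activation above the run mean over all test wells plus 3 SD, cut at about 32% in these data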;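 also: peak over basal fluorescence ratio per well then scaled between controls; 0% = DMSO wells and 100% = acetylcholine at EC100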
# Numbers without * were called inactive; . = not tested or not shown.
SMILES,CHRM5 antagonist,IDE inh,CRFBP-R2 agonist,M5 PAM,CHRM4 PAM,CRFBP-R2 block,CHRM5 agonist,M4 antag,CHRM4 agonist
O=S(=O)(Nc1ccc(-c2ccc3nncn3n2)cc1)c1ccc(Cl)s1,7,4,-0.7,1,8,5,6,-2,2
COc1ccc(C(=O)CC(=O)c2ccccc2O)cc1,-18,4,-0.2,12,-6,2,6,2,0
N#C/C(=C(/O)CN1C(=O)c2ccccc2C1=O)c1nc2ccccc2[nH]1,-6,2,-1.4,3,2,4,-6,-15,0
Cc1ccc(NC(=O)CSc2nnc(-c3n[nH]c4ccccc34)n2-c2ccccc2)c(C)c1,14,1,-0.3,-7,-7,-2,1,-3,3
Cc1cccn2c(CN3CCSCC3)c(C(=O)N3CCOCC3)nc12,-3,6,-2.0,-2,16,10,-2,-18,2
CN(C)c1ccc(NC(=O)Cc2ccccc2)c2ccccc12,10,-4,-0.1,-4,2,-3,-4,-9,1
CCN1C(=O)c2ccccc2S(=O)c2ccc(C(=O)NCc3ccc(OC)cc3)cc21 (configuration not stated),6,6,1.8,4,0,9,-3,-2,0
Cc1ccc(CNC(=O)C2CCCCN2S(=O)(=O)c2ccccc2)cc1 (configuration not stated),5,4,-1.2,-5,7,2,-2,-9,3
COc1ccc(/C(C)=N/NC(=O)c2ccc(CSc3nncn3C)cc2)cc1,-5,3,-1.1,0,-3,-3,-1,3,0
O=C(Nc1ccc(S(=O)(=O)Nc2cnc3ccccc3n2)cc1)c1ccc([N+](=O)[O-])cc1Cl,23,4,-1.5,0,-6,40,-6,10,0
COc1ccc(CCNC(=O)c2cc(S(=O)(=O)N3CCCC3)cn2C)cc1OC,4,3,-0.6,-9,-1,-10,2,-3,1
CCCCC(=O)NC(c1ccccc1OC)c1ccc2cccnc2c1O (configuration not stated),-10,8,-1.3,12,1,13,-1,-5,1
O=C(COc1nnnc2ccccc12)N1CCCc2ccccc21,-6,7,-1.1,-5,9,-14,-9,1,1
O=S(=O)(Nc1ccc(Cl)cn1)c1cnc(Cl)c(Br)c1,-1,14,-1.1,-2,-4,12,-1,0,1
C[C@@H]1CN([C@@H](C)CO)C(=O)c2cc(NC(=O)C3CC3)ccc2O[C@H]1CN(C)C,0,-1,1.8,8,13,-7,-3,-2,1
Cc1cccc(NC(=O)/C(C#N)=C/c2ccc(Cl)cc2)n1,12,-1,-0.1,-3,2,-6,-2,2,0
CCCCCCC(=O)N/N=C1\CCCc2ccccc21,-2,-2,-5.8,-1,7,-23,-5,0,-1
Cc1cc2cc(CNC(=S)NC3CCCCC3)ccc2n1C,-4,-3,0.0,-6,-11,0,-5,-2,0
Cc1cc2c(SCC(=O)NCC3CCCO3)ncnc2s1 (configuration not stated),2,.,0.5,-1,14,-10,-4,-31,2
C=CCOCCN(CCOCC=C)C1=NS(=O)(=O)c2ccccc21,-6,1,-0.6,-6,-4,3,-5,-3,1
O=C(CSc1nc2ccccc2c(=O)n1-c1ccc(F)cc1F)NC1CC1,-2,.,3.2,-4,5,10,5,-12,1
CC(C)CN1CCN(CCCOC(=O)Nc2cccc3ccccc23)CC1C (configuration not stated),14,.,0.0,-5,-7,-6,-11,3,1
CC(=O)Nc1ccc(C(=O)OCC(=O)Nc2ccccc2Sc2ccccc2)cc1,5,1,1.0,-7,-14,3,1,7,5
CCn1cc(S(=O)(=O)CC(=O)NC2CCCCC2)c2ccccc21,-14,3,-0.5,7,3,2,1,8,1
Cc1ccc(C(=O)NCCCNC(=O)c2ccco2)cn1,18,0,-1.1,1,-6,2,-4,10,1
CSc1ncccc1C(=O)NCC(c1ccco1)N1CCCCC1 (configuration not stated),9,-1,2.6,-5,3,-6,-11,5,0
Cc1ccc2oc(=O)c(/C=C(\O)CC(C)C)nc2c1,-5,-8,0.6,6,6,-37,0,-8,1
CC1CCCCC1NC(=O)C1CCN(S(=O)(=O)c2cccc3nonc23)CC1 (configuration not stated),5,-1,0.8,3,3,-3,-1,3,2
CC(C)(C)OC(=O)N1CCc2onc(-c3ccc(Br)cc3)c2C1=O,7,.,0.8,1,3,-2,-1,-10,1
COc1cc(/C=C2/C(=O)NN(c3ccc(Cl)cc3)C2=O)cc(OC)c1O,6,9,14,-4,-7,-62,0,1,1
COc1ccccc1-c1ccc(=O)n(CC(=O)NCC2CCCO2)n1 (configuration not stated),4,-6,-0.8,4,9,13,0,-11,1
C[C@@H]1CN([C@H](C)CO)C(=O)Cc2cc(NC(=O)CCC(F)(F)F)ccc2O[C@@H]1CN(C)C(=O)NC1CCCCC1,-10,9,1.2,8,17,0,5,-13,0
COc1cccc(CNC(=O)C2CCCN(S(=O)(=O)c3c(C)[nH]c(=O)[nH]c3=O)C2)c1 (configuration not stated),-1,1,1.2,3,18,0,0,2,1
COc1ccc(Cl)cc1NC(=O)CN(C)CC(=O)Nc1c(C)n(C)n(-c2ccccc2)c1=O,4,5,3.6,4,2,-13,0,2,1
Nc1ccc(C(=O)Nc2ccc3nc(-c4ccncc4)[nH]c3c2)cc1,5,2,-1.2,-2,11,2,0,3,2
COc1cccc(Nc2nc(C(N)CCc3ccccc3)cs2)n1 (configuration not stated),-2,.,.,2,5,.,4,2,16
CC(Oc1ccc2ccc(=O)oc2c1)C(=O)NC(Cc1c[nH]c2ccc(O)cc12)C(=O)O (configuration not stated),8,4,-0.8,1,-4,0,3,4,2
COc1ccc(CCNC(=O)CSc2nnc(-c3cccc(C)c3)o2)cc1OC,0,-1,0.1,-1,5,37,-2,-2,0
COc1ccc(N2C(=O)C(CC(=O)Nc3ccc(F)cc3)N(CCc3ccc(OC)c(OC)c3)C2=O)cc1 (configuration not stated),12,6,-0.2,-10,-8,-5,2,5,8
O=C(N/N=C/c1ccc2c(c1)OCO2)c1ccc(NC(=O)c2ccccc2Cl)cc1,9,1,0.6,-4,-9,8,-1,0,6
COc1cc(OC)cc(-c2c(-c3cccs3)c3cc(-c4ccc(C(N)=O)cc4)ccc3n2C)c1,-7,-2,0.8,6,14,4,1,-1,2
O=C(c1cnn2c(C(F)F)cc(-c3ccccc3)nc12)N1CCCCC1c1cccnc1 (configuration not stated),-4,5,0.3,7,-9,-1,-2,3,0
O=C(COC(=O)c1cc(=O)[nH]c2ccccc12)c1ccc(Br)cc1,3,1,-2.0,-3,19,7,0,-4,0
COc1ccc(-c2nc(CN3CCN(C(=O)c4ccco4)CC3)c(C)o2)c(OC)c1C,18,5,1.6,-4,1,0,-6,-5,0
CCNc1nc(NC(C)(C)C)nc(N2CCCCC2)n1,61*,4,-0.5,-22,-21,-29,-10,45*,2
CCOC(=O)CN1NC2(CCCCC2)NC1=S,9,-1,-0.3,-3,2,9,0,0,0
CCN(C[C@H]1N[C@@](C)(C(=O)OC)[C@H]2C(=O)N(Cc3ccccc3)C(=O)[C@@H]12)C(=O)Nc1ccc(OC)cc1,5,2,2.0,-2,13,1,0,-22,1
O=C1SC(c2ccccc2)=N/C1=C/c1ccco1,1,-2,2.0,-1,-5,28,-1,9,0
Cc1nnn(C23CC4CC(CC(CC(=O)Nc5cccc(F)c5)(C4)C2)C3)n1,-1,-7,1.3,2,-6,-16,0,-5,2
Oc1ccc(N2CCN(c3nc(-c4cccs4)nc4ccccc34)CC2)cc1,13,5,-2.0,-14,-16,3,-5,7,5
# Other results:
SMILES,CHRM5 antagonist,IDE inh,CRFBP-R2 agonist,M5 PAM,CHRM4 PAM,CRFBP-R2 block,CHRM5 agonist,M4 antag,CHRM4 agonist
O=C(NCCCN1CCN(c2ccccc2F)CC1)C1CCN(S(=O)(=O)N2CCOCC2)CC1,-2,5,-0.8,-2,13,-15,-5,-20,2
CCOC(=O)C1CCN(c2ncnc3cc(OC)c(OC)cc23)CC1,5,4,-0.3,2,4,-1,1,13,2
O=Cc1ccccc1Oc1nc(N2CCOCC2)nc(N2CCOCC2)n1,-6,0,0.2,2,10,-2,1,-4,1
C[C@H](CO)N1C[C@H](C)[C@@H](CN(C)S(C)(=O)=O)Oc2ccc(NC(=O)CCN3CCOCC3)cc2C1=O,-1,4,0.1,-5,1,-2,1,-5,1
COc1ccc(-c2noc(N3CCC(C(=O)NCCCN4CCCC(C)C4)CC3)n2)cc1 (configuration not stated),4,-1,-6.5,-3,-1,17,-3,-3,1
CCOc1ccc(NC(=O)CN(C)C(=O)C2CSC3(C)CCC(=O)N23)cc1OCC (configuration not stated),2,-1,-1.7,8,3,-1,1,1,1
O=C(C=Cc1ccccc1)c1c[nH]c2ccccc2c1=O,9,.,2.3,-10,4,0,0,-5,7
NC(=O)C1CCN(c2ncccc2[N+](=O)[O-])CC1,-7,-2,-1.2,14,-3,-7,2,5,1
Cc1ccc(C)c(NC(=O)CCN2CC(C)OC(C)C2)c1 (configuration not stated),-2,6,2.7,8,4,12,0,-10,0
COc1ccc(OC)c(NC(=O)C(=O)NCc2ccncc2)c1,0,-4,0.7,4,9,-37,-2,3,0
CCOC(=O)c1c(C(F)(F)F)cc(-c2ccc(F)cc2)nc1C,3,6,8.5,2,5,-56,-4,-8,1
C(=N\Nc1nccc(-c2cccnc2)n1)/c1ccccc1,2,6,0.9,-1,-1,1,-4,-16,7
CCOc1cc2[nH]c(=S)n(CCCN3CCOCC3)c(=O)c2cc1OCC,9,8,0.2,-2,5,39,-3,2,0
COC(=O)COc1coc(CN2CCN(c3cccc(Cl)c3)CC2)cc1=O,-10,-3,0.9,5,1,-4,0,-6,3
CCN1CCN(S(=O)(=O)c2c(C)[nH]c(C)c2C(=O)N2CCCCC2)CC1,11,2,-0.1,-1,3,-9,0,7,2
CC[C@@]1(C(=O)OC)N[C@H](CN(C)C(=O)C2CCCCC2)[C@@H]2C(=O)N(C)C(=O)[C@@H]21,1,1,-1.4,-4,3,10,0,-13,0
O=S1(=O)CCOC[C@H](Cc2ccccc2)N1Cc1cccc(C(F)(F)F)c1,7,4,2.1,2,8,-8,-2,-5,0
COC(C(=O)Nc1cc([N+](=O)[O-])ccc1C)c1ccccc1 (configuration not stated),8,1,1.5,0,7,-4,0,-7,-1
O=C(NNC(=O)C1CCN(S(=O)(=O)c2ccc(Cl)cc2)CC1)c1ccc(S(=O)(=O)N2CCCCC2)cc1,-5,1,1.2,-2,-10,-8,-2,1,0

# An excerpt of these results, with two lines to a compound.
# Screens in order: CHRM5 antagonist, IDE inh, CRFBP-R2 agonist, M5 PAM, CHRM4 PAM, CRFBP-R2 block, CHRM5 agonist, M4 antag, CHRM4 agonist
> CCNc1nc(NC(C)(C)C)nc(N2CCCCC2)n1
    61*, 4, -0.5, -22, -21, -29, -10, 45*, 2
> CCOC(=O)CN1NC2(CCCCC2)NC1=S
    9, -1, -0.3, -3, 2, 9, 0, 0, 0

# Rows are unselected. About 2.9% of those tested had a hit in this group.
